Compound activity as filed in PubChem BioAssay.
aDG glyco up – increases alpha dystroglycan glycosylation; Pro5-aDG cells, alpha-DG glycosylation AlphaScreen (IIH6); 0% Pro5, 100% B10-LARGE cell signal; activation, % at 10 µM; 360,000 compounds, 0.22% hits; AID 624168;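 active means activation of at least 8% versus controls, or a plate z-score of at least 8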;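 further: Pro5 are CHO cells carrying HIG-tagged alpha-DG that lacks glycosylation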
MC4R barr agon – agonists of human melanocortin 4 receptor (MC4R) beta-arrestin; U2OS MC4R beta-arrestin complementation, luminescence; percent of melanotan II response, DMSO zero; 360,000 compounds, 0.98% hits; P32245; activation, % at 8.9 µM;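 active means activation above a per-plate cutoff, the mean activation of sample wells on that plate plus 3 SD, cut at about 8% in these data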
Target sequence (P32245 whole entry, looked up): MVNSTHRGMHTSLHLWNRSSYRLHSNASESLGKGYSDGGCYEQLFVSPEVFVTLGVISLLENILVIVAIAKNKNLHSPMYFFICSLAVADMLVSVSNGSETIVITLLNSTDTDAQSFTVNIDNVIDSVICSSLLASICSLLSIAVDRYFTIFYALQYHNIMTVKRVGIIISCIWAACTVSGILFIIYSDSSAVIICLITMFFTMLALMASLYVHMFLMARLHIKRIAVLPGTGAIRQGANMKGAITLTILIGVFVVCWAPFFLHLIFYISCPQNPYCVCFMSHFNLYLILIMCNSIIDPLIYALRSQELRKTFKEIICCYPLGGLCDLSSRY
H9c2 protect – modulators protecting cardiomyocytes from myocardial damage; AID 588492; 360,000 compounds, 0.63% hits; protection from H2O2 cell death, % at 20 µM; H9c2 cardiomyocytes, H2O2 injury protection, ATPLite, 2 h;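 active means compounds giving at least 50% protection of heart cells from peroxide-induced death in the single-dose screen, raw or plate-pattern-corrected value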;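 further: 0% = DMSO wells with peroxide and 100% = DMSO wells without peroxide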
ABHD5-PLIN5 inh – inhibitors of human ABHD5-perilipin-5 interaction. inhibition, % at 4 µM. Split G. princeps luciferase complementation, luminescence, 4 h. AID 602281. 360,000 compounds, 0.78% hits;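 active means inhibition above the mean inhibition across every tested compound plus 3 SD, cut at about 22% in these data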;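 further: 0% = DMSO only wells and the 100% control is not disclosed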
Exocytosis inh – blocks lytic granule exocytosis | TALL-104 LAMP-1 surface exposure, flow cytometry; cells stimulated with thapsigargin and PMA | inhibition, % at 10 µM | 360,000 compounds, 0.66% hits | AID 651702;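 active means inhibition above about 55%, limit read from the data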
m5-HT2A agonist – agonists of mouse serotonin 5-HT2A receptor (HTR2A) | P35363 | CHO-K1 mHTR2A beta-arrestin complementation, luminescence; percent of 30 µM serotonin response | activation, % at 7.6 µM | 360,000 compounds, 0.66% hits | AID 624169;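 active means activation above a run cutoff, the mean activation of all tested compounds plus 3 SD, cut at about 14% in these data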;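 further: 0% = plate median of compound wells and 100% = 30 µM serotonin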
Target sequence (P35363 whole entry, looked up): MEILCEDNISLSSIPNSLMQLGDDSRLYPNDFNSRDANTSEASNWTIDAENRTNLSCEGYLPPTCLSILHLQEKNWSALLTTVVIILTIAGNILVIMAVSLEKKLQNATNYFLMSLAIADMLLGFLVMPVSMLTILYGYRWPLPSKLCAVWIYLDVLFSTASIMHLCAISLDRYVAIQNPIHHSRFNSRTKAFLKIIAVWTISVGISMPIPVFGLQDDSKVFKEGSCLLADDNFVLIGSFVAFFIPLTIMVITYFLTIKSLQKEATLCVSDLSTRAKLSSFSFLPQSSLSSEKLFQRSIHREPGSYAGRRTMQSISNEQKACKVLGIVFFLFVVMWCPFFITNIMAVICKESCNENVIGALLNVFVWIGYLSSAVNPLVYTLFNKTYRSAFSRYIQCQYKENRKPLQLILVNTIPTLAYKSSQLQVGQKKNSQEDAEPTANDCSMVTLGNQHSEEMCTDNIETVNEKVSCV
ABCB6 inh MLPCN – blocks the human ABCB6 transporter. AID 602162. K562-ABCB6 porphyrin accumulation, flow cytometry, 1 h; stronger effect = lower value. fluorescence ratio to DMSO, % at 10 µM. 360,000 compounds, 0.19% hits;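 active means fluorescence ratio to DMSO below 75%, the collection mean minus 3 SD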;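 further: signal is porphyrin accumulated inside mitochondria; 100% equals median channel fluorescence of DMSO control wells; lower ratio means ABCB6 inhibition with less porphyrin fluorescence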
hiPSC survival – enhancers of human iPSC single-cell survival | hiPSC single-cell survival, ATPlite luminescence; 100% = ROCK inhibitor wells, 0% = DMSO | 360,000 compounds, 0.044% hits | survival enhancement, % at 20 µM | AID 602274; in the data active means survival enhancement above about 18%;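 further: cells exposed to compounds for 16 hours before the ATP read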
MC4R antagonist – human MC4R antagonism in cAMP assay; 360,000 compounds, 0.48% hits; P32245; MC4R-expressing cells, MTII-stimulated cAMP, LANCE TR-FRET; inhibition, % at 6.5 µM;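 active means inhibition above its plate's cutoff, the mean of tested wells on that plate plus 3 SD, cut at about 29% in these data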;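 further: 0% = Melanotan II alone and 100% = Melanotan II plus saturating MCL0020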
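Assay system: U2OS cells stably expressing human melanocortin 4 receptor (MC4R) / Dosing: 6.5 µM / Timing: compound 30 min, challenge 1 h, detection 1 h / Measured by: Eu-cAMP/anti-cAMP TR-FRET, emission 671 nm / Replicates: singlicate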
Glyco luc inh – N-linked glycosylation inhibition; reporter increase, % at 12.5 µM; D54 ERlucT glycosylation luciferase reporter, 24 h; percent of 100 nM tunicamycin response; 360,000 compounds, 0.23% hits;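 active means mean luciferase reporter signal, scaled so untreated is 0 and the glycosylation-blocking control 100, at or above a set limit in every replicate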;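 further: luciferase carries N-glycosylation sites so blocking glycosylation raises the light; 0% = median of neutral control wells and 100% = median of 100 nM tunicamycin wells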
* hit, by the source's call; nt = not tested or not shown.

SMILES | aDG glyco up | MC4R barr agon | H9c2 protect | ABHD5-PLIN5 inh | Exocytosis inh | m5-HT2A agonist | ABCB6 inh MLPCN | hiPSC survival | MC4R antagonist | Glyco luc inh
Cc1onc(-c2ccccc2Cl)c1C(=O)NNC(=O)C1CCN(Cc2ccccc2)CC1 | -0.1 | -4.3 | 5 | 0 | 2 | 0 | 97 | -0.2 | -2 | -1
Cc1cccc(OC(=O)c2sc3ncn(C)c(=O)c3c2C)c1 | 0.8 | -0.6 | -9 | 5 | -3 | -4 | 97 | -1.3 | 12 | 2
COc1cc(N2C(=O)c3ccccc3C2=O)c(Cl)cc1C(=O)OCC(=O)NCc1ccco1 | 0.0 | -0.3 | 13 | 1 | 23 | 9 | 92 | 0.9 | 5 | 2
CCS(=O)(=O)C(C)(CCl)C(=O)Nc1ccc(C(=O)OC)cc1 (stereo not drawn) | -0.2 | -1.0 | 1 | 2 | -5 | 5 | 97 | -0.3 | 5 | 2
COc1ccc(OC)c(NC(=O)c2ccccc2N(Cc2ccccc2)S(C)(=O)=O)c1 | -0.4 | -4.7 | 14 | 5 | -4 | 6 | 82 | -1.5 | 2 | 0
CSc1ccc(C(=O)C2CCCN(S(=O)(=O)c3c(C)noc3C)C2)cc1 (stereo not drawn) | 0.6 | -0.4 | -10 | 3 | 0 | -3 | 99 | 4.1 | -3 | -3
COc1ccc(CN(C(=O)/C=C/c2ccco2)C2CCS(=O)(=O)C2)cc1 (stereo not drawn) | -0.1 | -1.4 | 5 | 21 | -11 | -1 | 102 | -0.7 | 12 | 2
CN1CCN(c2nc(-c3ccc(Cl)cc3)cc(=O)[nH]2)CC1 | 0.0 | -0.3 | 12 | 7 | 4 | -6 | 98 | -0.8 | -2 | 0
COc1ccc(-c2[nH]ncc2CN(C)CCN2CCOCC2)cc1F | 0.1 | -1.8 | 0 | -10 | -4 | -2 | 96 | -0.7 | 1 | 2
COc1ccc(-c2csc(N(CCCN(C)C)C(=O)c3ccc(Br)cc3)n2)cc1 | 0.9 | 1.2 | 6 | -3 | 20 | -6 | 94 | -0.5 | 4 | -3
CCCC(=O)n1nc(-c2ccco2)nc1N | -0.2 | -2.8 | -5 | 1 | -1 | 1 | 99 | 9.7 | 4 | 3
C/C(=N\NC(=O)c1cc2ccccc2cc1O)c1cc2ccccc2o1 | 0.0 | -4.8 | -10 | 2 | 8 | -3 | 99 | 1.7 | -6 | 3
Cc1cc(N2C(=O)c3ccccc3C2=O)n(C)n1 | 0.1 | -0.3 | 7 | -4 | -2 | 2 | 94 | 0.4 | 1 | 3
COC(=O)c1ccc(-c2csc(NC(=O)C3=COCCO3)n2)cc1 | -0.4 | 0.0 | 8 | -1 | 0 | 1 | 101 | 0.0 | -2 | 1
COc1ccc(OC)c(NS(=O)(=O)c2ccc(-c3coc(C)n3)cc2)c1 | -0.3 | -1.8 | -8 | 0 | 1 | 2 | 100 | -0.1 | 3 | -2
CN1CCN(C(=O)/C(=C/c2cccnc2)NC(=O)c2cccc(Br)c2)CC1 | -0.2 | -2.1 | -12 | -3 | -8 | 4 | 88 | -0.6 | 6 | 1
CCOC(=O)c1ccc(NC(=O)c2nc[nH]c2C(=O)NCCCCNC(=O)c2[nH]cnc2C(=O)Nc2ccc(C(=O)OCC)cc2)cc1 | -0.8 | 1.5 | 58* | -10 | 6 | 2 | 94 | -2.0 | 5 | 2
CCc1cc2c(=O)[nH]c(N3CCOCC3)nc2s1 | -0.3 | 0.8 | 0 | 0 | 0 | 0 | 95 | 0.8 | 8 | 2
O=C(CN1CCN(S(=O)(=O)c2ccc(Br)cc2)CC1)N/N=C/c1ccncc1 | -0.1 | 1.8 | 2 | -2 | 2 | 5 | 97 | -0.5 | 24 | 0
COC(=O)C(C)Nc1cccc(Br)c1 (stereo not drawn) | 0.0 | -0.6 | 5 | 2 | 0 | 2 | 99 | -0.6 | 16 | 3
CSc1ccc(CN(C)C(=O)C23CC4CC(CC(Cl)(C4)C2)C3)cc1 | 0.0 | 2.9 | -12 | -1 | 38 | 0 | 99 | 1.5 | 10 | -2
CC(=O)CSc1nnc(-c2ccc(S(=O)(=O)N3CCCC3)cc2)n1C | -0.2 | 1.8 | -2 | -1 | 3 | -5 | 95 | 0.3 | 2 | -1
COCCn1c(SCC(=O)Nc2ccccc2)nnc1-c1ccoc1C | 0.0 | -2.0 | 2 | -1 | -2 | 3 | 93 | 0.3 | 8 | 1
COc1ccccc1NC(=O)Cn1cc(C(=O)c2ccco2)c2ccccc21 | 0.0 | -1.4 | 7 | 3 | -1 | 4 | 103 | 0.3 | 14 | 0
O=C(COC(=O)c1ccc(Br)o1)NCc1ccc2c(c1)OCO2 | 0.1 | -3.1 | 12 | 0 | -1 | 1 | 93 | 0.4 | 0 | 2

(continued)
SMILES | aDG glyco up | MC4R barr agon | H9c2 protect | ABHD5-PLIN5 inh | Exocytosis inh | m5-HT2A agonist | ABCB6 inh MLPCN | hiPSC survival | MC4R antagonist | Glyco luc inh
CC(C)Oc1ccc(C(=O)Nc2ccc(N3CCN(C(=O)c4ccco4)CC3)cc2)cc1 | 0.0 | 7.3 | -6 | 4 | 0 | 15* | 96 | -0.1 | 5 | -6
Cc1ccc(NC(=O)C(=Cc2ccc(C(=O)O)cc2)C(=O)Nc2ccc(C)cc2C)c(C)c1 | 0.3 | -0.4 | -4 | 12 | 48 | -2 | 98 | -0.8 | 13 | 22
Cn1c(CC(=O)Nc2ccccc2)c(Sc2ccccc2)c2ccccc21 | 0.0 | 6.1 | -6 | -8 | -2 | -2 | 95 | 1.2 | 0 | -3
CCCCn1nnc(NC(=O)c2ccco2)n1 | -0.1 | 0.8 | 14 | 0 | 4 | 1 | 102 | 4.7 | 7 | -1
Cc1ccc(S(=O)(=O)C2CCOC2=O)cc1 (stereo not drawn) | -0.3 | 1.0 | 3 | 1 | 0 | 3 | 97 | -4.2 | 3 | nt
O=C(N/N=C/c1cccc([N+](=O)[O-])c1)c1ccc2nc[nH]c2c1 | -0.3 | 1.7 | 20 | 1 | 2 | -4 | 89 | 3.4 | 7 | 2
O=C1C=C(c2cccc(CO)c2)C[C@@H](c2ccc(F)cc2)C1 | 0.2 | -1.7 | -2 | 8 | -6 | -4 | 98 | -1.3 | 3 | -2
Cc1cc([N+](=O)[O-])nn1CC(=O)Nc1cnc2ccccc2c1 | -0.2 | -2.7 | 3 | 4 | 0 | -1 | 91 | 0.4 | -8 | 3
Cc1ccc(CN2CCN(C(=O)CCC(=O)Nc3nnc(C(C)C)s3)CC2)c(C)c1 | 0.0 | -1.5 | 0 | -1 | 7 | -5 | 100 | 0.2 | 6 | -3
COc1ccccc1OCCCCn1ncc2ccc(OC)c(OC)c2c1=O | 0.1 | 1.0 | 8 | 2 | 78* | 3 | 96 | -0.6 | 6 | 2
COc1cc(NC(=O)Nc2cccn3nc(COCCO)nc23)cc(OC)c1OC | -0.1 | -0.5 | -2 | 13 | 0 | 8 | 98 | -3.3 | -1 | 2
O=C(NC1CCS(=O)(=O)C1)c1sc2ccccc2c1Cl (stereo not drawn) | -0.4 | -1.1 | 5 | 5 | -2 | -2 | 109 | 0.1 | -3 | 1
Cc1nc2sc3c(=O)[nH]nnc3c2c(C)c1Br | -0.1 | 2.3 | 0 | 1 | 3 | -1 | 95 | -0.1 | 10 | -3
O=C(CSc1nc2[nH]ncc2c(=O)[nH]1)Nc1ccc(F)cc1 | -0.3 | -1.8 | -5 | 6 | 1 | -2 | 98 | 0.5 | 3 | 2
Oc1ccc(Cl)cc1Nc1nc(NCC2CCCO2)c2ccccc2n1 (stereo not drawn) | 0.1 | 12* | -7 | 8 | -13 | -2 | 93 | 0.9 | 6 | 3
Cc1ccc(S(=O)(=O)N2CC3C(=O)C[C@@H](c4ccccc4)N(S(=O)(=O)c4ccc(CCCOCCOCCNC(=O)OC(C)(C)C)cc4)C3CC2c2ccccc2)cc1 (stereo partly drawn) | 0.0 | nt | nt | 8 | -1 | 8 | nt | nt | nt | nt
COc1ccc(NC(=O)CCC(=O)Nc2nnc(C3CCCCC3)s2)c(OC)c1 | 0.1 | -1.6 | -4 | -9 | -4 | -8 | 97 | -0.1 | -5 | 4
Cc1ccccc1Nc1nc(N)nc(COC(=O)CCS(=O)(=O)c2ccc(Cl)cc2)n1 | 0.5 | -2.6 | -3 | 2 | -1 | -9 | 97 | 0.0 | 7 | -3
O=C(O)CSCNC(=O)C12CC3CC(CC(C3)C1)C2 | 0.2 | -2.3 | -2 | -6 | 0 | 6 | 99 | 0.5 | 1 | 2
O=c1c2cc(Br)ccc2nc(-c2ccccc2)n1O | -0.2 | -0.5 | 9 | 2 | 9 | -3 | 98 | -0.8 | 4 | 4
O=C(CC1C(=O)NCCN1C/C=C/c1ccccc1)NCCc1cnccn1 (stereo not drawn) | 0.1 | -2.3 | 3 | 0 | -3 | 6 | 98 | 3.9 | 2 | 1
O=C1CC(NC(=O)C(F)(F)F)c2cc3c(cc21)OCO3 (stereo not drawn) | -0.4 | -0.8 | 2 | 1 | 0 | -3 | 104 | -0.4 | 3 | 0
COc1cc(C(C)=O)ccc1OCC(=O)Nc1ccc(Cl)c(S(=O)(=O)N2CCOCC2)c1 | 0.3 | -0.8 | -2 | -8 | -2 | -1 | 95 | -3.6 | 15 | 6
CCN1CCN(Cc2ccc(NC(=O)Nc3ccc(OC)cc3)cc2)CC1 | -0.1 | 1.8 | 6 | 1 | 2 | -2 | 103 | -1.1 | -2 | -4
c1ccc(CSc2nnc3ccc(-c4ccncc4)nn23)cc1 | 0.1 | 3.9 | 9 | 8 | -2 | 2 | 108 | -0.2 | -2 | 0

Further compounds
SMILES | aDG glyco up | MC4R barr agon | H9c2 protect | ABHD5-PLIN5 inh | Exocytosis inh | m5-HT2A agonist | ABCB6 inh MLPCN | hiPSC survival | MC4R antagonist | Glyco luc inh
COc1cccc(N2[C@@H](CC(C)=O)c3ccc(/C=C/C(C)=O)cc3S2(=O)=O)c1 | -0.1 | -2.4 | 11 | 32* | 3 | -1 | 94 | -5.2 | 21 | 38*
CN(Cc1ccccc1)c1nc2c(c(=O)[nH]c(=O)n2C)n1Cc1ccccc1Cl | 1.2 | 4.2 | 13 | -4 | -4 | -3 | 102 | -1.1 | 18 | 7
CCOC(=O)C1CCN(C/C=C/c2ccccc2[N+](=O)[O-])CC1 | 0.0 | 0.0 | -1 | 13 | 1 | -2 | 101 | -0.1 | -2 | 1
Cc1ccc(C(=O)N2CCN(c3cnn(C)c(=O)c3Cl)CC2)cc1 | 0.5 | 0.5 | 0 | 4 | -3 | -4 | 95 | 3.4 | 5 | 4
O=C(COc1ccccc1)N1CCN(C(=O)c2ccccc2F)CC1 | 0.0 | -1.9 | 4 | -4 | -10 | -1 | 99 | 0.6 | 6 | 0
O=C(Nc1ccc(F)cc1)C1(S(=O)(=O)c2ccc(Cl)cc2)CC1 | -0.1 | 6.2 | 4 | -3 | -4 | 8 | 103 | 3.4 | -3 | -1
